ssDAF-12 act = activates DAF-12 receptor from parasite S. stercoralis; activation, % at 6.8 µM; 370,000 compounds, 1% hits; HEK293 ssDAF-12/GRIP1 lit1-tk-luc reporter, luminescence; % of 3 µM dafachronic acid response;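 active = activation above the mean over all tested compounds plus 3 SD, cut at about 0.9% in these data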;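 note: 0% = DMSO-only wells and 100% = 3 µM delta7-dafachronic acid wells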
DAX1 inh-1 = NR0B1 (DAX1) inhibition; P51843; HEK293 Gal4-DAX1 luciferase reporter, luminescence; inhibition, % at 6.75 µM; 340,000 compounds, 0.99% hits; AID 504766;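 active = inhibition above the mean over all tested compounds plus 3 SD, cut at about 4.2% in these data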;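 note: 0% = DAX1-transfected cells with DMSO and 100% = empty-vector control cells with DMSO; inhibition shows as a rise in luminescence from relieved DAX1 repression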
SMARCA2 activ = SMARCA2 function activation, primary screen | MG213 cells, MMTV-luciferase reporter, dexamethasone, overnight | activation, % at 9.1 µM | 370,000 compounds, 1% hits; in the data active = activation above about 7.8%;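 note: 0% = vehicle wells and 100% = reference activator wells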
DAX1 inh-2 = inhibitors of DAX1 repression of SF-1 activated StAR promoter | 370,000 compounds, 1.1% hits | AID 652010 | HEK293T StAR-luciferase reporter, SF-1/DAX-1 repression relief | inhibition, % at 6.8 µM;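 active = inhibition above the mean over all tested compounds plus 3 SD, cut at about 3.6% in these data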;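 note: 0% = DAX-1 cells with DMSO and 100% = cells lacking DAX-1 with DMSO; higher inhibition means more luminescence from relief of DAX-1 repression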
NPR2 activator = GC-B (human) receptor activation; P20594; HEK293-GC-B cells, CNP EC30, cGMP TR-FRET; 0% at EC30 CNP, 100% saturating CNP; activation, % at 10 µM; 370,000 compounds, 0.11% hits; AID 1920062;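 active = activation at 10 µM reaching about 35% in either raw or pattern-adjusted values, limit read from the data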
ADAM10 inh = inhibits human ADAM10. O14672. recombinant ADAM10, EDANS/DABCYL FRET peptide cleavage, 3 h. inhibition, % at 7 µM. 370,000 compounds, 0.62% hits. AID 720582;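 active = inhibition above a per-campaign cutoff equal to the mean of compounds falling between control-based bounds plus 3 SD, cut at about 20% in these data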;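 note: 0% = DMSO wells while the 100% control is not disclosed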
hcDAF12 agonist = activates DAF-12 receptor from parasite H. contortus; HEK293 hcDAF-12 lit1-tk-luc reporter, luminescence; 0% DMSO, 100% Δ7-dafachronic acid; activation, % at 6.8 µM; 370,000 compounds, 1.4% hits; AID 652067;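 active = activation above the mean of all tested compounds plus 3 SD, cut at about 5.5% in these data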;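 note: 100% = response to 3 µM Δ7-dafachronic acid high control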
NPR1 activator = GC-A (human) enzyme activation; P16066; activation, % at 10 µM; HEK293 GC-A cells, cGMP TR-FRET, EC30 ANP; 0% at EC30 ANP, 100% saturating ANP; AID 1671463; 370,000 compounds, 0.14% hits; in the data active = activation above about 40%
Target sequence (P16066 whole entry, looked up): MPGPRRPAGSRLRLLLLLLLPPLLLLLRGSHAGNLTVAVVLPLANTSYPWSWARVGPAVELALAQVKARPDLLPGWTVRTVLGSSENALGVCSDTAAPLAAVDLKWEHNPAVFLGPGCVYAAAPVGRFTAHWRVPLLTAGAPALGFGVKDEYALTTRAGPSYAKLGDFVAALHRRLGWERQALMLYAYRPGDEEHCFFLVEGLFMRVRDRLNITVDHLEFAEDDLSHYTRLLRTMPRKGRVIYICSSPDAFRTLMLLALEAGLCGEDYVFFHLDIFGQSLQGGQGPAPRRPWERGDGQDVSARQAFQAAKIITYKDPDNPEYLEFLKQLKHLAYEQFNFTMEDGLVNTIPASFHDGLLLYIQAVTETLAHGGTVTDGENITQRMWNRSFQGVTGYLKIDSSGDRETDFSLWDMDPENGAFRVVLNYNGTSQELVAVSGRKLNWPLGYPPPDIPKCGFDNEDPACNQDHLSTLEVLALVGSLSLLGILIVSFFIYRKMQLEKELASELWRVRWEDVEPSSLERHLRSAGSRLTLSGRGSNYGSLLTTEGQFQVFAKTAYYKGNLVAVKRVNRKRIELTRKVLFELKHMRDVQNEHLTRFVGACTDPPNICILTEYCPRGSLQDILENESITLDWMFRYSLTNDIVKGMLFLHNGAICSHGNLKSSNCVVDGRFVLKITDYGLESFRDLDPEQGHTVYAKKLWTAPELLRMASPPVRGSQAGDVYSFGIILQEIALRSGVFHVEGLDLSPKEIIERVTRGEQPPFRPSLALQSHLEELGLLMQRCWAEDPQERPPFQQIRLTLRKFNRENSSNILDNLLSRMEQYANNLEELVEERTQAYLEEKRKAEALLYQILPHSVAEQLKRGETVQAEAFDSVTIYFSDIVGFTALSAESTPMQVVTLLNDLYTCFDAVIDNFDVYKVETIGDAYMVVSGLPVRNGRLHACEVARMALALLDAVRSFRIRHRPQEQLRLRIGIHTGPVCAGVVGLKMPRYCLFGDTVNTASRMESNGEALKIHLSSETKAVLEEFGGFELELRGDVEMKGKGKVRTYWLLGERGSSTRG
HGIII-sPLA2 inh = Blocks human group III sPLA2 activity; QFRET BODIPY PC-A2 liposome hydrolysis, fluorescence; inhibition, % at 12.2 µM; 370,000 compounds, 0.56% hits; AID 743126;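 active = inhibition above mean plus 3 SD of compounds lying within the high and low control bounds, cut at about 19% in these data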;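 note: 0% = median of test compound wells and 100% = no enzyme DMSO wells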
hgDAF12 agonist = activates the H. glycines DAF-12 receptor ligand-binding domain; HEK293 GAL4-hgDAF12 UAS-luciferase reporter, agonist luminescence; normalized to butyrate control; activation, % at 6.8 µM; 370,000 compounds, 1.8% hits; AID 687014;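 active = activation above a cutoff set at the mean of all screened compounds plus 3 SD, cut at about 10% in these data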;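 note: 0% = DMSO wells and 100% = sodium butyrate wells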
GAA850 FXN act = activators of GAA850 frataxin (FXN) promoter | HEK293 lucGAA850 FXN promoter luciferase reporter, 24 h; percent of 10 µM SAHA response | activation, % at 6 µM | 360,000 compounds, 0.56% hits;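 active = activation above the average of all compounds screened plus 3 SD, cutoff fixed separately per campaign, cut at about 7.5% in these data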;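 note: 0% = DMSO wells and 100% = 10 µM SAHA wells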
Numbers without * were called inactive.

What do the screens show for `CC1CN(C(=O)COC(=O)c2cc(=O)[nH]c3ccccc23)CC(C)O1` (centres undefined)?
ssDAF-12 act: -1.3; DAX1 inh-1: -0.1; SMARCA2 activ: -1; DAX1 inh-2: 1.6; NPR2 activator: 3; ADAM10 inh: -23; hcDAF12 agonist: 0.5; NPR1 activator: 1; HGIII-sPLA2 inh: -1; hgDAF12 agonist: 0.5; GAA850 FXN act: 1.3

What do the screens show for `Cn1ccc2c(N3CCCCC3)cc3c(c21)C1CCC3C1` (centres undefined)?
ssDAF-12 act: -1.4; SMARCA2 activ: -3; DAX1 inh-2: -1.3; NPR2 activator: 4; ADAM10 inh: -3; hcDAF12 agonist: -0.9; NPR1 activator: -7; HGIII-sPLA2 inh: 1; hgDAF12 agonist: 1.5

Results for Cc1cccc(NC(=O)CSc2nnc(NC(=O)C3CC3)s2)c1C ?
ssDAF-12 act: -0.8; DAX1 inh-1: 3.7; SMARCA2 activ: -3; DAX1 inh-2: 0.0; NPR2 activator: -2; ADAM10 inh: 0; hcDAF12 agonist: -0.8; NPR1 activator: -3; HGIII-sPLA2 inh: 9; hgDAF12 agonist: 1.7; GAA850 FXN act: -0.7

How did N#Cc1cc(S(=O)(=O)c2ccccc2)c(N)[nH]c1=O do in these assays?
ssDAF-12 act: -1.4; DAX1 inh-1: 2.1; SMARCA2 activ: -3; DAX1 inh-2: -0.6; NPR2 activator: 1; ADAM10 inh: -19; hcDAF12 agonist: -1.6; NPR1 activator: 3; HGIII-sPLA2 inh: -3; hgDAF12 agonist: 0.7; GAA850 FXN act: 1.4

How did CCOC(=O)C1=C(COC(=O)/C=C/c2cccc(OC)c2OC)NC(=O)NC1C (centres undefined) do in these assays?
ssDAF-12 act: -1.1; DAX1 inh-1: -0.1; SMARCA2 activ: 0; DAX1 inh-2: -1.5; NPR2 activator: 2; ADAM10 inh: -12; hcDAF12 agonist: -3.4; NPR1 activator: 4; HGIII-sPLA2 inh: -1; hgDAF12 agonist: -0.9; GAA850 FXN act: 3.1

Results for Cn1cc(CCC(=O)NC2CC(C)(C)Cc3c2cnn3-c2ccc(F)cc2)cn1 (centres undefined) ?
ssDAF-12 act: -0.3; DAX1 inh-1: -0.3; SMARCA2 activ: -1; DAX1 inh-2: 3.5; NPR2 activator: 1; ADAM10 inh: -2; hcDAF12 agonist: -0.5; NPR1 activator: -1; HGIII-sPLA2 inh: -1; hgDAF12 agonist: -1.8; GAA850 FXN act: 3.2

What do the screens show for `O=C1C2C3C=CC(O3)C2C(=O)N1Nc1ccccc1` (centres undefined)?
ssDAF-12 act: -0.8; DAX1 inh-1: -0.6; SMARCA2 activ: 2; DAX1 inh-2: 0.3; NPR2 activator: -2; ADAM10 inh: -6; hcDAF12 agonist: 1.2; NPR1 activator: -2; HGIII-sPLA2 inh: 7; hgDAF12 agonist: 0.7; GAA850 FXN act: 2.5

Results for O=C(COC(=O)CCc1ccc(S(=O)(=O)N2CCOCC2)cc1)Nc1ccccc1OC(F)F ?
ssDAF-12 act: -1.1; DAX1 inh-1: 0.2; SMARCA2 activ: -2; DAX1 inh-2: 0.1; NPR2 activator: 2; ADAM10 inh: -8; hcDAF12 agonist: -1.5; NPR1 activator: 0; HGIII-sPLA2 inh: -2; hgDAF12 agonist: -1.8; GAA850 FXN act: 2.3

Results for Cc1ccnc(NS(=O)(=O)c2ccc(NC(=O)C3COc4ccccc4O3)cc2)n1 (centres undefined) ?
ssDAF-12 act: -1.1; DAX1 inh-1: -0.3; SMARCA2 activ: 0; DAX1 inh-2: 0.7; NPR2 activator: 3; ADAM10 inh: -4; hcDAF12 agonist: 0.0; NPR1 activator: 4; HGIII-sPLA2 inh: -10; hgDAF12 agonist: -1.6; GAA850 FXN act: 1.0

Results for Oc1ccccc1C=NNC(=S)NN=Cc1ccccc1O ?
ssDAF-12 act: -0.4; DAX1 inh-1: -2.0; SMARCA2 activ: 1; DAX1 inh-2: -1.7; NPR2 activator: -1; ADAM10 inh: -13; hcDAF12 agonist: 0.8; NPR1 activator: -1; HGIII-sPLA2 inh: -5; hgDAF12 agonist: -2.0; GAA850 FXN act: -1.3

How did COc1ccc(/C=N/N2CCOCC2)cc1Cn1cc([N+](=O)[O-])cn1 do in these assays?
ssDAF-12 act: -0.9; DAX1 inh-1: 1.1; SMARCA2 activ: 1; DAX1 inh-2: -0.1; NPR2 activator: 7; ADAM10 inh: -4; hcDAF12 agonist: -1.3; NPR1 activator: 0; HGIII-sPLA2 inh: -6; hgDAF12 agonist: -0.2; GAA850 FXN act: 0.3

How did COc1cccc(C(=O)Nc2nnc(S(=O)(=O)N(C)Cc3ccc(F)cc3)s2)c1 do in these assays?
ssDAF-12 act: -1.5; DAX1 inh-1: 0.2; SMARCA2 activ: 1; DAX1 inh-2: 0.1; NPR2 activator: -6; ADAM10 inh: 6; hcDAF12 agonist: 0.1; NPR1 activator: 1; HGIII-sPLA2 inh: -18; hgDAF12 agonist: -1.8; GAA850 FXN act: -1.8

How did O=C(Oc1ccnc2cc(Cl)ccc12)N1CCOCC1 do in these assays?
ssDAF-12 act: -1.3; DAX1 inh-1: -2.3; SMARCA2 activ: -5; DAX1 inh-2: -0.1; NPR2 activator: -11; ADAM10 inh: -3; hcDAF12 agonist: -0.5; NPR1 activator: -2; HGIII-sPLA2 inh: 6; hgDAF12 agonist: -1.8; GAA850 FXN act: -2.2

Results for Cc1ccc2c(COn3nnc4ccc(S(=O)(=O)N(C)C)cc43)cc(=O)oc2c1C ?
ssDAF-12 act: -1.2; SMARCA2 activ: -1; DAX1 inh-2: -0.2; ADAM10 inh: -3; hcDAF12 agonist: -0.1; HGIII-sPLA2 inh: -9; hgDAF12 agonist: -0.9

How did COCCCNC(=O)C[C@H]1C[C@@]2(C(=O)OC)C(=C[C@H](C3CCCC3)O[C@@H]2C)N(CCC2=CCCCC2)C1=O do in these assays?
ssDAF-12 act: -1.7; SMARCA2 activ: -2; DAX1 inh-2: -1.2; NPR2 activator: 0; ADAM10 inh: 0; hcDAF12 agonist: -2.4; NPR1 activator: -1; HGIII-sPLA2 inh: 0; hgDAF12 agonist: -1.0

Results for COc1ccc(N/N=C(/C#N)S(=O)(=O)c2nsc(C)c2C#N)cc1 ?
ssDAF-12 act: 0.8; DAX1 inh-1: -0.4; SMARCA2 activ: -2; DAX1 inh-2: -0.7; NPR2 activator: -5; ADAM10 inh: -10; hcDAF12 agonist: 1.7; NPR1 activator: 0; HGIII-sPLA2 inh: 3; hgDAF12 agonist: 0.8; GAA850 FXN act: 1.1

What do the screens show for `Cc1nnc(SCC(=O)N2CCc3ccccc3C2)s1`?
ssDAF-12 act: 0.7; DAX1 inh-1: 1.4; SMARCA2 activ: 3; DAX1 inh-2: -0.2; NPR2 activator: 0; ADAM10 inh: 3; hcDAF12 agonist: 3.5; NPR1 activator: -2; HGIII-sPLA2 inh: 0; hgDAF12 agonist: 7.0; GAA850 FXN act: -0.7

How did CSc1ccc(Cl)c(C(=O)NC2CCCC2)c1 do in these assays?
ssDAF-12 act: -0.5; DAX1 inh-1: -0.1; SMARCA2 activ: 5; DAX1 inh-2: -0.8; NPR2 activator: 0; ADAM10 inh: 1; hcDAF12 agonist: -0.8; NPR1 activator: 0; HGIII-sPLA2 inh: 9; hgDAF12 agonist: -3.5; GAA850 FXN act: -1.1

How did COc1ccccc1CCc1nnc(CCC(=O)NCC(C)Oc2cccnc2)o1 (centres undefined) do in these assays?
ssDAF-12 act: -1.2; DAX1 inh-1: 2.0; SMARCA2 activ: -1; DAX1 inh-2: 0.2; NPR2 activator: 0; ADAM10 inh: -5; hcDAF12 agonist: -0.6; NPR1 activator: 3; HGIII-sPLA2 inh: 1; hgDAF12 agonist: 0.6; GAA850 FXN act: 0.0

Results for C/C(=N\NC(=O)c1cc(-c2ccc(C)s2)[nH]n1)c1ccco1 ?
ssDAF-12 act: -0.7; DAX1 inh-1: 0.7; SMARCA2 activ: -1; DAX1 inh-2: 0.4; NPR2 activator: -3; ADAM10 inh: -1; hcDAF12 agonist: -0.3; NPR1 activator: -1; HGIII-sPLA2 inh: 3; hgDAF12 agonist: 4.4; GAA850 FXN act: 2.4

How did N#C[C@H]1C(O)C(O)c2ccccc2N1C(=O)c1ccccc1 (some centres undefined) do in these assays?
ssDAF-12 act: -1.1; DAX1 inh-1: 4.3*; SMARCA2 activ: -1; DAX1 inh-2: -0.3; NPR2 activator: -7; ADAM10 inh: 5; hcDAF12 agonist: 0.4; NPR1 activator: 3; HGIII-sPLA2 inh: 2; hgDAF12 agonist: -0.2; GAA850 FXN act: -0.2

Results for C/C(=N\Nc1ccc(S(N)(=O)=O)cc1[N+](=O)[O-])c1cccs1 ?
ssDAF-12 act: -0.5; DAX1 inh-1: 1.1; SMARCA2 activ: -3; DAX1 inh-2: -0.2; NPR2 activator: -5; ADAM10 inh: -3; hcDAF12 agonist: -1.1; NPR1 activator: -5; HGIII-sPLA2 inh: 4; hgDAF12 agonist: -0.6; GAA850 FXN act: 0.6

What do the screens show for `CCCNC(=O)C12CCC(C)(C(=O)C1Br)C2(C)C` (centres undefined)?
ssDAF-12 act: -1.6; DAX1 inh-1: 0.8; SMARCA2 activ: 4; DAX1 inh-2: -0.6; NPR2 activator: 3; ADAM10 inh: 0; hcDAF12 agonist: 1.9; NPR1 activator: 3; HGIII-sPLA2 inh: 2; hgDAF12 agonist: -2.4; GAA850 FXN act: -0.2

What do the screens show for `Cc1c(C)c2ccc(O[C@@H]3O[C@H](CO)[C@@H](O)[C@H](O)[C@H]3O)c(C)c2oc1=O`?
ssDAF-12 act: -1.4; DAX1 inh-1: 0.8; SMARCA2 activ: 2; DAX1 inh-2: -0.3; NPR2 activator: -5; ADAM10 inh: -82; hcDAF12 agonist: -0.8; NPR1 activator: -1; HGIII-sPLA2 inh: -2; hgDAF12 agonist: 0.1; GAA850 FXN act: 0.5

What do the screens show for `Cc1ccccc1CN1CCCCC(NC(=O)c2cccc(C(F)(F)F)c2)C1=O` (centres undefined)?
ssDAF-12 act: -1.6; SMARCA2 activ: -1; DAX1 inh-2: -1.2; NPR2 activator: -8; ADAM10 inh: 5; hcDAF12 agonist: -3.4; NPR1 activator: 1; HGIII-sPLA2 inh: 0; hgDAF12 agonist: -0.8

Filtered by structure, the entries above containing a nitro group on carbon (two)
How did COc1ccc(/C=N/N2CCOCC2)cc1Cn1cc([N+](=O)[O-])cn1 do in these assays?
ssDAF-12 act: -0.9; DAX1 inh-1: 1.1; SMARCA2 activ: 1; DAX1 inh-2: -0.1; NPR2 activator: 7; ADAM10 inh: -4; hcDAF12 agonist: -1.3; NPR1 activator: 0; HGIII-sPLA2 inh: -6; hgDAF12 agonist: -0.2; GAA850 FXN act: 0.3

Results for C/C(=N\Nc1ccc(S(N)(=O)=O)cc1[N+](=O)[O-])c1cccs1 ?
ssDAF-12 act: -0.5; DAX1 inh-1: 1.1; SMARCA2 activ: -3; DAX1 inh-2: -0.2; NPR2 activator: -5; ADAM10 inh: -3; hcDAF12 agonist: -1.1; NPR1 activator: -5; HGIII-sPLA2 inh: 4; hgDAF12 agonist: -0.6; GAA850 FXN act: 0.6
